BLM inh = inhibitors of human Bloom syndrome helicase BLM. recombinant BLM DNA unwinding, fluorescence dequenching. Potency, µM (series often up to 56.1 µM), inactives show at the top dose activity change, negative = inhibition, hits mostly inhibitors. AID 2528. 350,000 compounds, 0.2% hits;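 also: plate controls were vehicle for no effect and no enzyme for full effect; nearly all actives have a fitted effect of over 35% in size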
POLB inh = DNA polymerase beta (human) inhibition; Potency, µM (top dose mostly 114 µM), for the others: at the top dose activity change, negative = inhibition, most hits filed as inhibitors; P06746; AID 485314; Pol beta primer extension/strand displacement, fluorescence kinetic; 340,000 compounds, 1.3% hits; also: % is scaled to controls: 0 for no effect and ±100 for the full control effect
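Reaction started by 50 nM substrate onto compound-treated Pol beta (10 nM, 15 min preincubation, room temperature); plates read at 0 min and 10 min. Normalized concentration-effect data fitted by four-parameter Hill equation.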
BAZ2B inh = inhibitors of human BAZ2B bromodomain. 360,000 compounds, 4.4% hits. Potency, µM (highest dose often 114 µM), for inactives: top-dose activity change, negative = inhibition, hits mostly inhibitors. AlphaScreen BAZ2B-H3K14Ac peptide displacement. AID 504333. Q9UIF8; also: % is scaled to controls: 0 for no effect and ±100 for the full control effect; nearly all actives have a fitted effect of over 60% in size
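AlphaScreen displacement: compounds (up to 110uM) incubated 30 min at room temperature with a preformed 50 nM BAZ2B/50 nM biotinylated H3K14Ac peptide complex in PBS pH 7.4 with Tween-20. Donor and acceptor beads at 10 ug/mL final added, 20 min light-protected before reading.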
POLH inh = DNA polymerase eta (human) inhibition; Q9Y253; recombinant Pol eta, fluorescent DNA replication assay; Potency, µM (titrated, usually from 114 µM), without a hit: top-dose activity change, negative = inhibition, most hits filed as inhibitors; 390,000 compounds, 1.2% hits; AID 588591; also: % is scaled to controls: 0 for no effect and ±100 for the full control effect
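Fluorescent replication assay: 50 nM final substrate added after a 15 min room-temperature compound preincubation with 10 nM enzyme. Signal taken at 0 min and again at 10 min.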
Pol kappa inh = inhibitors of human DNA polymerase kappa; Potency, µM (highest dose often 107 µM), inactives show at the top dose activity, negative = inhibition, hits mostly inhibitors; purified Pol kappa, fluorescent DNA synthesis assay, 10 min; 400,000 compounds, 0.53% hits; Q9UBT6; also: % is scaled to controls: 0 for no effect and ±100 for the full control effect
Target sequence (Q9UBT6 whole entry, looked up): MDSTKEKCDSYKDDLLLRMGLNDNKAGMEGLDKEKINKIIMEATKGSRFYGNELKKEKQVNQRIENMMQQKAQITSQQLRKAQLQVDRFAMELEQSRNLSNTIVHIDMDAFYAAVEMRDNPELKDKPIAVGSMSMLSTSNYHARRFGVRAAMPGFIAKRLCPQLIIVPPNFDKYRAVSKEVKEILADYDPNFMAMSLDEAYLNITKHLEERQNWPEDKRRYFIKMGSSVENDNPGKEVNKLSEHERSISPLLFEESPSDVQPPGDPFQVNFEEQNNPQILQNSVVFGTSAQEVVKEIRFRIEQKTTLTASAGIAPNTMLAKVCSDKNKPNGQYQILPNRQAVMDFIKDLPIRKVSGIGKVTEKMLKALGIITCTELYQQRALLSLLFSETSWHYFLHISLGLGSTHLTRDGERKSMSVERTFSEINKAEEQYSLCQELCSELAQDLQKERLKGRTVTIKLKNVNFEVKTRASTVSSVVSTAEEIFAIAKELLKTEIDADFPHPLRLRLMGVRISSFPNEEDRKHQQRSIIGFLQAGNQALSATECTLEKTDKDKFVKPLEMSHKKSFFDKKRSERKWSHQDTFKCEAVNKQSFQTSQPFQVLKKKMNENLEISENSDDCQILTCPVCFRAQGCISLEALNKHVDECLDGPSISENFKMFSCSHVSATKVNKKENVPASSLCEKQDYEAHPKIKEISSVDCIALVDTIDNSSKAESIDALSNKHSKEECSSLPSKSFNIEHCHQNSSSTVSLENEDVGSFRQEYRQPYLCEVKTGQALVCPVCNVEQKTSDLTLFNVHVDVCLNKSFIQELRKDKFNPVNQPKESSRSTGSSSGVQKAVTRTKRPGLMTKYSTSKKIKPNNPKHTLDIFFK
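50 nM final substrate added after 15 min RT preincubation of 10 nM Pol kappa with compound; fluorescence read at 0 and 10 min.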
Apoferritin bind = candidate novel general anesthetic via apoferritin binding; apoferritin/1-aminoanthracene competitive binding, fluorescence; Potency, µM (top dose mostly 77.5 µM), for inactives: at the top dose activity change, negative = displacement, most hits filed as inhibitors; 350,000 compounds, 0.074% hits; AID 485281; also: % is scaled to controls: 0 for no effect and ±100 for the full control effect; nearly all actives have a fitted effect of over 20% in size
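10 uM apoferritin + 50% sat. 1-AMA, PBS; cpd 10 min RT; Ex380/Em535 endpoint; normalized to free probe vs complex; 4-param Hill fit; propofol titration as pos. ctrl.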
G9a block = G9a (human) methyltransferase inhibition | G9a H3K9 monomethylation, AlphaScreen, 2 h | Potency, µM (highest dose often 102 µM), for inactives: at the highest dose activity, negative = inhibition, most hits filed as inhibitors | 350,000 compounds, 8.8% hits | AID 504332; also: % is scaled to controls: 0 for no effect and ±100 for the full control effect; nearly all actives have a fitted effect of over 75% in size
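G9a (20 nM) was preincubated 15 min with compound, then reacted 2 h at room temperature with 500 nM biotin-H3K9 peptide and 20 µM SAM. Monomethyl-H3K9 detected by AlphaScreen using anti-H3K9me1 antibody.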
Pol iota inh = DNA polymerase iota (human) inhibition; 390,000 compounds, 1% hits; AID 588590; Potency, µM (highest dose often 115 µM), without a hit: at the top dose activity, negative = inhibition, actives largely listed as inhibitors; Pol iota fluorescent replication assay, 10 min; Q9UNA4
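Fluorescent replication assay read twice, at 0 min and 10 min after adding 50 nM (final) substrate. Enzyme (10 nM) and compounds were first incubated 15 min at room temperature; enzyme-free buffer wells were negative controls.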
APE1 inh = blocks human APE1 abasic DNA cleavage; 350,000 compounds, 0.35% hits; AID 2517; recombinant APE1, TAMRA/BHQ-2 abasic DNA cleavage fluorescence; P27695; Potency, µM (series often up to 65.8 µM), for the others: at the top dose activity change, negative = inhibition, actives largely listed as inhibitors;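 also: plate controls were vehicle for no effect and reference inhibitor for full effect; nearly all actives have a fitted effect of over 55% in size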
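Incision of a quenched TAMRA/BHQ-2 THF abasic-site duplex (50 nM) by 0.75 nM APE1, after 15 min compound preincubation, measured as fluorescence increase over three 60 s reads. Values normalized to buffer, DMSO and NSC13755 control wells.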
* marks the source's active call; other numbers are inactive results; ? = inconclusive; · = no result given; [ ] = dose if it differs, or a comment. Calls follow the shape of the dose curve; as a rule, active = well fitted curve in the direction sought with a large enough effect; inconclusive = small, poorly fitted or top-dose-only effect, or another doubt; inactive = no such curve, though single readings can be large; an effect the other way counts as inactive or inconclusive. Potency is read from the fitted curve at half-maximal effect. A portion of the library; rates above refer to the full screens.

SMILES	BLM inh	POLB inh	BAZ2B inh	POLH inh	Pol kappa inh	Apoferritin bind	G9a block	Pol iota inh	APE1 inh
Cc1ccc(-c2nnn(CCC(=O)NC(C)(C)C)n2)cc1	3%	15%	11%	0%	-8%	3%	20%[59 µM]	5%	15%
O=S(=O)(Nc1ccc(Br)cn1)c1ccc(Cl)s1	-3%	13%	-19%	0%	2%	-3%	?	48%[activator]	12%
O=C(O)c1ccc(/C=C2\SC(=S)N(NC(=O)c3ccc(Br)cc3)C2=O)cc1	-8%	11%	?	-19%	?	-14%	-9%[59 µM]	22µM*	8%
CCOC(=O)C(C(C)=O)c1c(Br)c(O)c(O)c2c(C(=O)c3ccc(C)cc3)coc12 (centres undefined)	-13%	-6%	40µM*	-17%	50µM*	?	?	25µM*	-8%
CCCc1cc(=O)[nH]c(Nc2ccc(O)cc2)n1	-5%	-6%	3%	1%	-2%	-13%	-5%[59 µM]	-1%[58.9 µM]	0%
COc1cc(CNCCSc2nnnn2C)cc(Br)c1OCc1ccccc1	-1%	0%	-16%	-16%	11%	-17%	?	6%	9%
Cc1nc2sc3c(c2c2nc(-c4ccco4)nn12)CCCC3	3%	-4%	-2%	·	·	-9%	4%[12.7 µM]	·	6%
COc1ccccc1CN1CC[C@@]2(CCCN(C(=O)c3cccn3C)C2)C1	4%	·	·	·	-6%[60.1 µM]	·	6%[12.7 µM]	·	4%
CC(CCn1cccn1)NC(=O)c1cc(COc2ccc(F)cc2F)on1 (centres undefined)	-6%	1%	-12%	7%	3%	-6%	?	22%	2%
O=C(NC1CCCC1)C1CCCN(S(=O)(=O)c2ccc(-n3cnnn3)cc2)C1 (centres undefined)	1%	0%	13%	-5%	0%	-5%	-5%[59 µM]	9%	3%
O=S(=O)(CCSc1ccc(C(F)(F)F)cn1)c1ccc(Cl)cc1	-7%	-4%	-4%	-9%	-2%	-5%	21%	27%	-12%
Cc1ccc(CNC(=O)Cn2ccc3ccccc3c2=O)o1	0%	0%	3%	-5%	9%	-10%	?	0%	5%

Brought forward from above: 4 entries, followed by the next part.
SMILES	BLM inh	POLB inh	BAZ2B inh	POLH inh	Pol kappa inh	Apoferritin bind	G9a block	Pol iota inh	APE1 inh
CC(CCn1cccn1)NC(=O)c1cc(COc2ccc(F)cc2F)on1 (centres undefined)	-6%	1%	-12%	7%	3%	-6%	?	22%	2%
O=C(NC1CCCC1)C1CCCN(S(=O)(=O)c2ccc(-n3cnnn3)cc2)C1 (centres undefined)	1%	0%	13%	-5%	0%	-5%	-5%[59 µM]	9%	3%
O=S(=O)(CCSc1ccc(C(F)(F)F)cn1)c1ccc(Cl)cc1	-7%	-4%	-4%	-9%	-2%	-5%	21%	27%	-12%
Cc1ccc(CNC(=O)Cn2ccc3ccccc3c2=O)o1	0%	0%	3%	-5%	9%	-10%	?	0%	5%
CCN1C(=O)N(c2cccc3ccccc23)C(C)=CC1(C)C	-4%	9%	14%[57.1 µM]	-22%	-4%	?	-4%[59 µM]	-11%	1%
CCOc1cc(C(=O)OC(C(=O)NC(=O)NC)c2ccccc2)ccc1OCC(=O)N1CCOCC1 (centres undefined)	·	·	·	-5%	1%	·	·	16%	-6%
COc1ccccc1-n1c(SCC(=O)N2CCOCC2)nc(O)c(Cc2ccccc2)c1=O	-3%	28%	3%	1%	-21%	-3%	6%[2.33 µM]	-9%	18%
COc1ccc(NC(=O)N(C)C[C@H]2Oc3c(NS(=O)(=O)c4cccs4)cccc3C(=O)N([C@H](C)CO)C[C@@H]2C)cc1	·	·	·	-22%	4%	·	·	19%	-5%
O=C(O)CSc1nnc(COc2cccc3cccnc23)n1-c1ccc(Cl)cc1	-1%	2%	0%	-10%	-3%	-5%	-8%[0.501 µM]	87%[activator]	-4%
CN(C)C(=O)c1c2c(nc3ccccc13)CCCC2	-1%	-1%	-5%	-22%	4%	-3%	?	159%[activator]	2%
COc1ccc(/C=C/C(=O)Nc2ccccc2)cc1S(=O)(=O)N1CCOCC1	0%	44%	-12%	-13%	7%	-3%	2%	35%[activator]	3%
CC1(C)C(=O)Nc2ccccc2N1C(=O)COC(=O)c1cccs1	·	·	·	25µM*	?	·	·	?	-27%
Nc1c([N+](=O)[O-])cc(-c2cnc[nH]2)cc1[N+](=O)[O-]	-11%	-11%	-20%	3%	-16%	-4%	-30%	3%	-10%
O=C(NCCCN1CCN(c2cccc(Cl)c2)CC1)C1CCC(=O)N1Cc1ccccc1Cl (centres undefined)	1%	0%	-34%	-15%	0%	-22%	·	-3%	-1%
COc1ccc(C(=O)NCc2nnc(SC)n2Cc2ccccc2)cc1	-1%	17%	·	-4%	-15%	-8%	-23%	47%[activator]	-3%
COc1ccc(-c2[nH]ncc2CN(Cc2nccn2C)C(C)C)c(F)c1	-4%	4%	?	0%	-8%	-8%	?	-14%	4%
Cc1onc(-c2ccccc2)c1C(=O)Nc1nc(-c2ccc(F)c(F)c2)cs1	-4%	0%	-11%	-7%	-11%	8%	-24%[12.7 µM]	-4%	0%
COc1ccc(/C=N/NC(=O)c2ccn[nH]2)cc1COc1ccc(Cl)cc1	-11%	10%	8%[57.1 µM]	-18%	-6%	-23%	-9%[12.7 µM]	6%	5%
CCOc1ccc(Nc2nc(N)nc(CN(C)C3CCCCC3)n2)cc1	-10%	2%	28µM*	-17%	0%	-4%	11%	3%	4%
O=C(CN1CCN(S(=O)(=O)c2ccccc2)CC1)NCc1ccccc1	-1%	-9%	-34%	-9%	5%	-12%	?	23%	30%
COc1ccc2nc(Nc3nc(CSc4nc5ccccc5[nH]4)cc(=O)[nH]3)nc(C)c2c1	-1%	41%	6%	?	8%	-4%	-24%[59 µM]	?	17%
CSc1nc2ccccc2n1CC(=O)Nc1c(C)n(C)n(-c2ccccc2)c1=O	0%	6%	7%	6%	-1%	-7%	17%[2.33 µM]	12%	1%
COc1cc(/C=N/NC(=O)C[n+]2ccccc2)cc(OC)c1OC(C)=O	-11%	1%	-16%	-22%	-2%	-8%	-6%	30%	1%
CCOC(=O)/C(C#N)=C/c1c(OCC)n(CC)c2ccccc12	-10%	0%	3%	?	-7%	-18%	?	9%	-2%
Cc1ccc(NC(=S)N(Cc2ccc(Cl)cc2)Cc2ccc(C(=O)O)cc2)cc1Cl	-6%	1%	-33%	-12%	-11%	-19%	40µM*	-25%	-8%
CCOC(=O)C1CCN(C(=O)CCc2nnc3ccc(NCCCN4CCCC4=O)nn23)CC1	0%	-22%	-4%[57.1 µM]	-18%	-17%	1%	-2%	10%	60%[activator]
CCOC(=O)/C(C#N)=C/c1cn(CCC(=O)O)nc1-c1ccc(F)cc1	-3%	40%	-11%	-8%	3%	-14%	-15%	37%[activator]	-4%
CNC(=O)NC(=O)C(C)OC(=O)CCCSc1nc2ccccc2s1 (centres undefined)	-1%	10%	-2%	-25%	-5%	-20%	-14%[59 µM]	11%	5%
O=C(NCCC1=CCCCC1)c1ccc2c(c1)N(Cc1ccc(Cl)cc1)C(=O)c1ccccc1S2(=O)=O	-8%	14%	-17%	-20%	-9%	-18%	-1%[59 µM]	22%	·
CCn1c(=O)c2c(nc(SCC(=O)N3CCC(C)CC3)n2C)n(C)c1=O	-1%	55%	7%	7%	-16%	-11%	-8%[59 µM]	37%[activator]	20%[12.4 µM]
CCCn1nc(C(=O)NC2CCCCCC2)c2ccccc2c1=O	·	·	-4%	-19%	-7%	·	27%[12.7 µM]	-16%	35%
CNc1nnc(SCC(=O)N2c3ccccc3NC(=O)CC2C)s1 (centres undefined)	·	·	5%	7%	-4%	·	12%[2.33 µM]	9%	7%
CC(C)(C)c1n[nH]c2c1CCCC2	4%	38%	-7%	-5%	-12%	6%	5%	140%[activator]	23%
Cc1cc(C)n2cc(CSc3ccc(Cl)cc3)nc2n1	0%	36%	-13%	-5%	-1%	-22%	7%	31%	-3%

Gathered by group: the compounds so far containing a tert-butyl group
SMILES	BLM inh	POLB inh	BAZ2B inh	POLH inh	Pol kappa inh	Apoferritin bind	G9a block	Pol iota inh	APE1 inh
Cc1ccc(-c2nnn(CCC(=O)NC(C)(C)C)n2)cc1	3%	15%	11%	0%	-8%	3%	20%[59 µM]	5%	15%
CC(C)(C)c1n[nH]c2c1CCCC2	4%	38%	-7%	-5%	-12%	6%	5%	140%[activator]	23%
